High-throughput results deposited in PubChem by National Center for Advancing Translational Sciences (NCATS).
ALDH1A1 inh: qHTS Assay for Inhibitors of Aldehyde Dehydrogenase 1 (ALDH1A1). actives 7.3% (n = 220,000). Purified ALDH1A1, NADH fluorescence, propionaldehyde substrate. AID 1030, 2008. Potency, µM (top dose mostly 75.3 µM), inactives show top-dose activity, negative = inhibition, most hits filed as inhibitors; active = well fitted inhibition curve with a large enough effect, not every such curve was filed as active; inconclusive = small, poorly fitted or top-dose-only effect, or another doubt; inactive = no such curve, though single readings can be large or run the other way;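 note: plate controls were no enzyme wells and a reference inhibitor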
Target sequence (P00352 whole entry, looked up): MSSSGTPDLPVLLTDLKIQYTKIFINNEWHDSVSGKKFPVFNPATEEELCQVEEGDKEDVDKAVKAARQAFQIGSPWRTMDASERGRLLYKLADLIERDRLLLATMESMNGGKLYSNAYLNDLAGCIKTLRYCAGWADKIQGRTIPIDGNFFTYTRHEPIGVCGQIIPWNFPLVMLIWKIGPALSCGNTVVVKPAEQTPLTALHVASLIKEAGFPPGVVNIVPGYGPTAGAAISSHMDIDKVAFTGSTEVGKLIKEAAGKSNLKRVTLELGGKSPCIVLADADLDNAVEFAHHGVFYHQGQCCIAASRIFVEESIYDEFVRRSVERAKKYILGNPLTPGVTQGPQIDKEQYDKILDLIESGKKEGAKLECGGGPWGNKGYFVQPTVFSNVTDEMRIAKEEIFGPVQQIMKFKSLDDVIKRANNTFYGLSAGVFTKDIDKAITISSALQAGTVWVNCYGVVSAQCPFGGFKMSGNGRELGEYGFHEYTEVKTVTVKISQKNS
Tau ThT inhib: qHTS for Inhibitors of Tau Fibril Formation, Thioflavin T Binding | Potency, µM (highest dose often 57.4 µM), for the others: at the top dose activity, negative = inhibition, most hits filed as inhibitors | recombinant tau K18 P301L, heparin-induced fibrillization, ThT fluorescence | actives 2.1% (n = 270,000); note: % is set by controls: 0 for no effect and ±100 for the full control effect; nearly all actives have a fitted effect of over 55% in size
Target sequence (P10636 561-689 P618L limits assumed): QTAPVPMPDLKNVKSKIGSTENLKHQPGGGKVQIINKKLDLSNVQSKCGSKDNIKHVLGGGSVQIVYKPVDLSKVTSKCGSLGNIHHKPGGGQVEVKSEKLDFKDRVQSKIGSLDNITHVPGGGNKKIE
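K18 P301L tau (15 uM + 0.24 uM Alexa 594-tagged), heparin 20 uM, NaOAc pH 7, 6 h 37 C; ThT 30 uM, 1 h RT, ex 450/em 510 nm.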
HttQ103 aggreg: qHTS Multiplex Assay to Identify Dual Action Probes in a Cell Model of Huntington: Aggregate Formation (GFP); PC12 HttQ103-GFP aggregates, Acumen cytometry, 40 h; Potency, µM (top dose mostly 46.1 µM), without a hit: at the top dose activity change, negative = inhibition, hits mostly inhibitors; actives 1.1% (n = 220,000); note: % is set by controls: 0 for no effect and ±100 for the full control effect; nearly all actives have a fitted effect of over 60% in size
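Read-out: GFP aggregate count by laser scanning cytometer (488 nm excitation, 500-530 nm emission, 1–25 µm objects >6 SD above background). Cells: PC12, inducible HTTex1-Q103-GFP, 100 nM tebufenozide; compounds titrated.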
SMN2 splice enh: qHTS Assay for Enhancers of SMN2 Splice Variant Expression. HEK293 SMN2-luciferase splicing reporter, luminescence, 30-36 h. Potency, µM (highest dose often 46.1 µM), without a hit: at the top dose activity change, positive = activation, hits mostly activators. actives 2.8% (n = 210,000); note: % of control where 0% means no effect; nearly all actives have a fitted effect of over 55% in size
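HEK293 cells carry an SMN2 […]–luciferase reporter in which exon 7 inclusion puts luciferase in frame. Cells were plated 10-12 h before compound addition, then incubated 30-36 h at 37C. ONE-Glo luminescence was read; sodium butyrate at 4.5 mM final served as control.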
HTT cytoprotect: qHTS Multiplex Assay to Identify Dual Action Probes in a Cell Model of Huntington: Cytoprotection (ATP). PC12 HTT-Q103 induced, cytoprotection, ATP luminescence, 40 h. Potency, µM (top dose mostly 56.4 µM), for the others: cytoprotection (ATP increase), most hits filed as activators. actives 0.14% (n = 230,000). AID 1471, 2008;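 note: % of control where 0% means no effect; nearly all actives have a fitted effect of over 45% in size; toxic huntingtin expression switched on by the ecdysone agonist tebufenozide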
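Quantitative HTS on tebufenozide-induced (100 nM) PC12 cells expressing HTTQ103 exon 1–GFP; compounds tested as a concentration series; survival measured via cellular ATP.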
JMJD2E inh: qHTS Assay for Inhibitors of Human Jumonji Domain Containing 2E (JMJD2E). actives 1.6% (n = 230,000). JMJD2E catalytic domain, FDH-coupled NADH fluorescence (FDH is formaldehyde dehydrogenase). Potency, µM (series often up to 57.1 µM), for inactives: at the highest dose activity change, negative = inhibition, actives largely listed as inhibitors; active = well fitted inhibition curve with a large enough effect, not every such curve was filed as active; inconclusive = small, poorly fitted or top-dose-only effect, or another doubt; inactive = no such curve, though single readings can be large or run the other way;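 note: 0% = wells with enzyme and -100% = buffer wells without enzyme; nearly all actives have a fitted effect of over 50% in size; many of its hits are not listed in these tables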
Target sequence (B2RXH2 1-337 limits assumed): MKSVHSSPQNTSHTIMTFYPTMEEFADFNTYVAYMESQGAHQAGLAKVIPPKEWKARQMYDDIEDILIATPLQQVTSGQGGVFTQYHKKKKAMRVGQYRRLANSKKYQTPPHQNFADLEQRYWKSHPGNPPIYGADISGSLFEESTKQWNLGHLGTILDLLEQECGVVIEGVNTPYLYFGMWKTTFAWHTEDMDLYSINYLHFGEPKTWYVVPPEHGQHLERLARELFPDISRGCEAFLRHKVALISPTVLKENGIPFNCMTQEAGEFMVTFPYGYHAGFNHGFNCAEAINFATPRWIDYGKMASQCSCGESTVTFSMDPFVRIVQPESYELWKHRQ
Tau fibril FP: qHTS for Inhibitors of Tau Fibril Formation, Fluorescence Polarization. K18 P301L tau heparin fibrillization, Alexa594 FP, 6 h. Potency, µM (doses to about 57.7 µM), for the others: at the top dose activity, negative = inhibition, hits mostly inhibitors. actives 0.39% (n = 280,000). AID 1468, 2008; note: % is set by controls: 0 for no effect and ±100 for the full control effect; nearly all actives have a fitted effect of over 55% in size
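Steps: dispense K18 P301L tau (15 uM plus 0.24 uM Alexa 594 tracer, final) in pH 7 sodium acetate; add compound; add heparin (20 uM final); incubate 6 hr, 37 C; add ThT (30 uM final); after 1 hr ambient, read FP.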
Tau fluor counter: Counterscreen qHTS for Inhibitors of Tau Fibril Formation, Fluorescence Polarization | tau K18 P301L Alexa594 fluorescence, heparin fibrillization | Potency, µM (top dose mostly 57.7 µM), without a hit: at the top dose activity change, negative = decrease | actives 0.93% (n = 280,000); note: % is set by controls: 0 for no effect and ±100 for the full control effect; nearly all actives have a fitted effect of over 55% in size
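Human tau K18 P301L (15 uM unlabeled, 0.24 uM Alexa 594-labeled) in 100 mM sodium acetate pH 7 with 20 uM heparin, 6 hr at 37 C. ThT 30 uM added, 1 hr ambient; Alexa 594 FP and total fluorescence read at 555/632 nm.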
Starred values were filed as active, the others as inactive; ? = inconclusive; . = not tested or not shown; & = joins results of further samples; [ ] = remark or other dose. Unless noted, calls come from the whole dose curve; as a rule, active = well fitted curve in the direction sought with a large enough effect; inconclusive = small, poorly fitted or top-dose-only effect, or another doubt; inactive = no such curve, though single readings can be large; an effect the other way counts as inactive or inconclusive. Potency is the fitted concentration of half-maximal effect.

SMILES	ALDH1A1 inh	Tau ThT inhib	HttQ103 aggreg	SMN2 splice enh	HTT cytoprotect	JMJD2E inh	Tau fibril FP	Tau fluor counter
Cc1ccc(NC(=O)NNC(=O)C2CCN(Cc3ccc(F)cc3Cl)CC2)cc1	10%	-8%	16%[9.22 µM]	.	10%[10 µM]	0%	-4%	-16%
O=C(CCS(=O)(=O)c1ccccc1Cl)Nc1ccc(S(=O)(=O)Nc2ncccn2)cc1	9%	-10%	15%[9.22 µM]	.	8%[10 µM]	-1%	-6%	-9%
COc1ccc(OC)c(N/C(=N\c2nc(C)cc(C)n2)NC(=O)c2ccco2)c1	-4%	-6%	26%	-20%	-6%	-1%	8%	-2%
CC(C(=O)NC1=NCCS1)N1C(=O)C2CC=CCC2C1=O (stereo unspecified)	-2%	0%	-9%	14%	-17%[10 µM]	-1%	5%	-2%
CN(C)C(=O)c1ccc2c3c(cccc13)CC2	-13%	2%	-18%	5%	-30%[inhibitor]	0%	4%	5%
FC(F)(F)c1ccc(NC(=S)NCc2ccccc2)cc1	-12%	5%	0%[9.22 µM]	?	20%[10 µM]	-9%	?	?
O=C(NN1CCN(Cc2ccccc2)CC1)c1ccc(N2CCOCC2)c([N+](=O)[O-])c1	2.2µM*	-16%	8%	-30%[inhibitor]	-15%	-5%	5%	-1%
CCc1cccc(NCc2ccccc2-c2nnc(-c3ccccc3Cl)o2)c1	.	-7%	.	-3%	.	.	-7%	-21%
Cc1ccc2nc(NCCCNC(=O)c3cnccn3)c(C#N)cc2c1	-3%	-14%	4%	.	-18%	?	-7%	-7%
O=C(COc1ccccc1C(=O)Nc1ccccc1)NCCc1ccccc1	?	1%	-8%	6%	-26%	-14%	-10%	-10%

Reprinted at random: two records from the list
SMILES	ALDH1A1 inh	Tau ThT inhib	HttQ103 aggreg	SMN2 splice enh	HTT cytoprotect	JMJD2E inh	Tau fibril FP	Tau fluor counter
COc1ccc(OC)c(N/C(=N\c2nc(C)cc(C)n2)NC(=O)c2ccco2)c1	-4%	-6%	26%	-20%	-6%	-1%	8%	-2%
CCc1cccc(NCc2ccccc2-c2nnc(-c3ccccc3Cl)o2)c1	.	-7%	.	-3%	.	.	-7%	-21%

(next part)
SMILES	ALDH1A1 inh	Tau ThT inhib	HttQ103 aggreg	SMN2 splice enh	HTT cytoprotect	JMJD2E inh	Tau fibril FP	Tau fluor counter
Cc1nc2ccc(NC(=O)COc3ccccc3C)cc2s1	-2%	?	14%	-10%	-29%	-16%	-2%	-10%
Cc1ccc(S(=O)(=O)N2CCC[C@H]2C(=O)OC(C)C(=O)Nc2ncc(Cl)cc2Cl)cc1 (stereo partly specified)	5%	-2%	-5%	-5%	-9%	1%	2%	-5%
O=C(Cc1nc(-c2ccc(Br)s2)cs1)NCCN1CCOCC1	-2%	-11%	-7%	9%	-2%[10 µM]	0%	6%	-16%
Cn1c(=O)c2c(nc(Br)n2CC(=O)C23CC4CC(CC(C4)C2)C3)n(C)c1=O	11µM*	5%	-9%	-17%	-2%[0.074 µM]	5%	-2%	0%
COCCCn1c2nc3ccccc3nc2c2c(=O)n(Cc3ccc(Cl)cc3)cnc21	?	12%	-10%	-19%	-3%	?	-12%	-3%
CC(C)C(=O)N(Cc1ccccc1)S(=O)(=O)c1ccc2c(c1)oc(=O)n2C	.	9%	.	3%	.	.	-4%	0%
COC(=O)Cc1ccc(NC(=S)NCCC(C)C)cc1	3%	-3%	28%	10%	.	-3%	-5%	0%
COc1cccc(-c2cc(=O)[nH][nH]2)c1	7%	-10%	11%	.	-37%	-7%	0%	-8%
O=C(Nc1ccccc1Cl)N1CCSc2ccccc21	6%	-13%&-7%	-12%	11%	-19%	-9%	4%&1%	-16%&-6%
CCN1CCN(Cc2ccc(NC(=O)c3cc(NC(=O)c4cnnc5ccccc45)cc(OC)c3)cc2C(F)(F)F)CC1	.	?	-10%[9.22 µM]	.	-2%[10 µM]	5%	-10%	?
Cc1ccc(S(=O)(=O)C2(C(=O)NCc3ccccc3Cl)CC2)cc1	.	-4%	28%[9.22 µM]	.	13%[10 µM]	1%	-3%	-13%
CCCCNC(=O)CSc1nc2ccc(N3CCOCC3)cc2c(=O)n1Cc1ccc(OC)cc1	?	?	-13%	.	-38%[inhibitor]	?	-5%	-22%
O=C(COC(=O)CCCN1C(=O)c2cccc3cccc(c23)C1=O)Nc1cccc(C(F)(F)F)c1	?	-6%	21%	3%	-3%[10 µM]	?	?	?
CC1CCCN(c2nc(-c3cccnc3)nc3scc(-c4ccccc4)c23)C1 (stereo unspecified)	-13%	?	22%	-31%	12%[10 µM]	?	-4%	-10%
CCOC(=O)c1sc(CS(=O)(=O)c2ccc(Cl)cc2)nc1C	.	7%	-19%[9.22 µM]	.	14%[10 µM]	0%	2%	4%
O=c1cnnc(Nc2cccc(C(F)(F)F)c2)[nH]1	-3%	-5%	-6%	.	-35%[inhibitor]	-21%	-9%	-10%
Cc1ccc(OCC(=O)N2CCN(C(=O)c3ccco3)CC2)cc1	-8%	8%	-8%[9.22 µM]	-5%	5%	6%	2%	10%
COCC(N)(c1ccccc1)c1nc2ccccc2n1C (stereo unspecified)	9%	-5%	6%	5%	-14%	4%	3%	-1%
CCN(CC)c1ccc(CNc2nc3ccccc3n2CC)cc1	.	.	-7%[9.22 µM]	.	25%[10 µM]	4%	7%	-24%
Cc1cc(Cl)ccc1OCc1nnc2n1CCCCC2	5%	-3%	1%	3%	2%	2%	-8%	-3%
Cc1noc(/C=C/N(C)C)c1S(=O)(=O)N1CCCC(C(=O)NC2CCCCC2C)C1 (stereo unspecified)	4%	-16%	?	4%	-34%[10 µM]	-27%	-2%	-19%
CCOc1cc(/C=N/n2nnnc2N)ccc1OCc1c(C)no[n+]1[O-]	-5%	-15%	21%	-12%	-20%[10 µM]	-26%	-6%	-15%
COc1ccc(C(=O)NCc2nnc(SCC(=O)Nc3ccccc3F)o2)cc1	?	-5%	-18%	-11%	2%	-1%	12%	-4%
Cc1cc(-c2ccccc2)n(-c2ccc(C(N)=O)cc2)n1	?	8%	2%	3%	44%[10 µM]	4%	10%	1%
COCc1c(C(=O)Nc2nc(C)cs2)oc2ccccc12	12%	3%	-12%	15%	-64%[inhibitor]	-2%	0%	-2%
Cc1cc(C)cc(NC(=O)CSc2nc3c(cnn3-c3ccc(F)cc3)c(=O)[nH]2)c1	.	0%	.	3%	.	.	-15%	-14%
C=CC#CC1(O)CC(C)[N+](C)(C)CC1C (stereo unspecified)	0%	1%	5%	7%	-30%	-13%	-1%	-3%
COc1ccc(NC(=O)C(c2ccc(C)cc2)N(C)C(=O)/C=C\c2ccc3c(c2)OCO3)cc1 (stereo unspecified)	.	-6%	.	4%	.	.	-11%	-25%
COc1cccc(NC(=O)c2nnn(Cc3ccc(Br)cc3F)c2N)c1	2%	-8%	-5%	19%	14%	?	-7%	-10%
Cc1ccc(C)c(CN2C(=O)COc3ccc(C(=O)c4ccccc4C(=O)O)cc32)c1	-4%	5%	0%	2%	.	-5%	1%	-4%
S=C(NCc1ccco1)N/N=C/c1cccnc1	.	-3%	-7%[9.22 µM]	.	11%[10 µM]	1%	-6%	-9%
COC(=O)c1ccc(CN2CCN(CCC(C)C)C(CCO)C2)cc1 (stereo unspecified)	4%	-8%	20%[9.22 µM]	.	26%[10 µM]	-2%	0%	-8%
CCc1ccc(C(=O)CC2(O)C(=O)N(Cc3ccc(C)cc3)c3ccccc32)cc1 (stereo unspecified)	.	?	.	-9%	.	.	-12%	-23%
Fc1ccccc1/C=N/n1c(-c2cccnc2)n[nH]c1=S	.	-9%	-13%[9.22 µM]	.	6%[10 µM]	1%	6%	-11%
Cn1c(OCc2cccnc2)nc2c1c(=O)n(Cc1ccc(Br)cc1)c(=O)n2C	23%	?	-5%	-12%	-52%[inhibitor]	0%	2%	-2%
COc1ccc(CC(N)C(=O)NC2C(CO)OC(n3cnc4c(N(C)C)ncnc43)C2O)cc1 (stereo unspecified)	-3%	-5%	13µM*	-88%[inhibitor]	-94%[inhibitor]	6%	-2%	-9%
CN(CCNC(=O)C1CCN(S(=O)(=O)N2CCOCC2)CC1)CCc1ccccc1	?	5%	-20%	-21%	-2%	1%	3%	-2%
O=C(c1ccco1)N1CCN(c2ncnc3c2[nH]c2ccccc23)CC1	?	?	?	-33%[inhibitor]	-46%[inhibitor]	?	-3%	-8%
CCOc1nc(NC(=O)NS(=O)(=O)Oc2cccc(Cl)c2)nc(-c2ccccc2)n1	6%	?	1%	22%&7%	.	-6%	2%&-6%	-7%&-18%
Cc1ccccc1Cn1cc(NC(=O)c2cc(-c3ccc(Cl)cc3)on2)cn1	.	3%	.	-3%	.	.	-10%	2%
O=C(C[n+]1cc(-c2ccccc2)n2c1CCCCC2)c1ccc(Cl)cc1	13%	0%	?	8%	3%[1.9 µM]	-25%	-7%	-2%
COc1ccccc1NC(=O)c1ccc(CN(c2cc(Cl)ccc2C)S(=O)(=O)c2ccccc2)cc1	8%	-5%	1%	1%	-36%	18%	?	-10%
Nn1c(SC/C=C/c2ccccc2)nnc1-c1ccco1	-7%	?	5%	-26%	0%	2%	1%	-2%
COC(=O)c1cccc(Cn2nnc3ccccc3c2=O)c1	2%	3%	-2%	-14%	16%	6%	0%	-1%
CCOC(=O)Cc1csc(NC(=O)CSc2ncnc3c2cnn3-c2ccccc2Cl)n1	?	?	18%	-20%	-3%[10 µM]	-3%	7%	-13%
O=C(O)P(=O)(O)O	1%	-3%	12%	0%	.	1%	-8%	-8%
Cc1ccc(CCCOC(=O)CN2CCCCC2)cc1	6%	-7%	1%	-19%	-16%	14%	2%	-5%
Cc1nn(Cc2ccc(F)cc2)c(C)c1NC(=O)c1cc(-c2ccc3c(c2)OCO3)on1	-1%	-6%	-21%	-33%[inhibitor]	-35%	-17%	-3%	-8%

Some of the compounds tested, so the mix of outcomes need not match the whole.
